# Bioassay records deposited in PubChem BioAssay by Broad Institute.
# RAD54 inh: RAD54 (human) branch migration inhibition. RAD54 Holliday junction branch migration, FAM/BHQ fluorescence. inhibition, % at 10.4 µM. Q92698. hit rate 0.14% among 360,000;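 active = mean normalized replicate activity at least 40 and at least half of replicates scoring 40 or more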;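 note: 0% = median of neutral control wells and 100% = median of positive control wells; inhibitors cause a drop in the FAM fluorescence signal; in these data hits start at about 50%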
# Target sequence (Q92698 whole entry, looked up): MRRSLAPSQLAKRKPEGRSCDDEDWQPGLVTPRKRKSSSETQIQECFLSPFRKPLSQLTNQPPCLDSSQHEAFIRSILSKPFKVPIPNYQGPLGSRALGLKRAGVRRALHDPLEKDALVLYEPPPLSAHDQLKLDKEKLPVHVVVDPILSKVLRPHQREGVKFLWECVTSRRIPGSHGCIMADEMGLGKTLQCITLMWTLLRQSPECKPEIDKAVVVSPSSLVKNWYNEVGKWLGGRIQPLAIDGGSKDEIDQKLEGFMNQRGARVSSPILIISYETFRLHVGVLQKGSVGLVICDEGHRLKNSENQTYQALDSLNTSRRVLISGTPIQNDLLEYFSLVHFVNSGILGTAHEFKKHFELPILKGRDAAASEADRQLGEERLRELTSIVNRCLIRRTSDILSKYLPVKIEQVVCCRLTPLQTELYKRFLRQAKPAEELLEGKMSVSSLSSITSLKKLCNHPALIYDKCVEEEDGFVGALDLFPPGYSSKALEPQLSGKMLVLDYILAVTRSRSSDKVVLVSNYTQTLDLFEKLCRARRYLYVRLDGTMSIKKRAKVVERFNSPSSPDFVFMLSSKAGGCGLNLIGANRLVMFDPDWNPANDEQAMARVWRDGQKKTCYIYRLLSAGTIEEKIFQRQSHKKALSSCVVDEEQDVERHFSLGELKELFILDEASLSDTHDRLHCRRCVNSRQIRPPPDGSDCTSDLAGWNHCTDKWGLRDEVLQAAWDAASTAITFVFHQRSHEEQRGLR
# E-selectin induc: induces E-selectin expression in human endothelial cells; HUVEC E-selectin immunofluorescence imaging; normalized: neutral wells 0, TNF-alpha wells 100; activation, % at 7.58 µM; hit rate 0.37% among 260,000;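 active = mean E-selectin-positive cell signal at least 10% of the positive control, reached in at least 60% of replicates, without over 20% cell loss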;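 note: in these data hits start at about 27%; measured in HUVEC primary endothelial cells; signal is the percent of cells scored E-selectin positive by PE staining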
#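 material = human umbilical vein endothelial cells (HUVEC), E-selectin induction | quantity = 3,000 cells/well | medium = EGM-2 growth medium on 0.1% gelatin-coated wells | technique = immunofluorescence imaging | read-out basis = % PE-positive cells | control set = TNF-alpha positive control, DMSO neutral control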
# ARNT TACC3 PPI: ARNT/TACC3 interaction disruption. Q9Y6A5. AlphaScreen His-ARNT PAS-B/GST-TACC3 binding, luminescence; TACC3 fragment carries E629A point mutation. inhibition, % at 9.99 µM. hit rate 0.66% among 390,000. AID 623870;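 active = mean inhibition of replicates at least 50% and at least half of replicates each reaching 50%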;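 note: 0% = complete ARNT plus TACC3 wells and 100% = ARNT alone without TACC3; many hits fall short of the cut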
# esBAF inh: SWI/SNF esBAF complex inhibition; mouse ES cells, Bmi1-luciferase knock-in reporter, 24 h; 100% = twice the neutral-well signal; reporter increase, % at 12.5 µM; hit rate 2% among 350,000; in the data active = activation above about 40%;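 note: 0% = median of the plate's neutral control wells and 100% = double that signal; a rise in the Bmi1 reporter signal indicates esBAF inhibition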
# PglD DTNB: PglD (C. jejuni) enzyme inhibition. purified PglD enzyme, DTNB colorimetric CoA detection. inhibition, % at 12.5 µM. hit rate 0.098% among 360,000. AID 602405; in the data active = inhibition above about 16%, passing the limit was not always enough; note: strong numbers were not always called active
# * hit, by the source's call; . = no result given. The list is partial (hit frequency here may not be typical).
mol	RAD54 inh	E-selectin induc	ARNT TACC3 PPI	esBAF inh	PglD DTNB
N#C/C(=C\c1cn(-c2ccccc2)nc1-c1cc2ccccc2o1)c1nc2ccccc2[nH]1	-21.3	.	-3.3	.	-2.1
Cc1ccc(C(=O)NCCn2c(N)c(C#N)c3nc4ccccc4nc32)cc1	2.3	.	16.9	.	-8.5
Cc1nnc(-c2cnn(C)c2N)n1Cc1ccc(Cl)cc1	-3.0	.	1.6	.	-6.6
Cc1onc(-c2ccccc2)c1C(=O)n1cc(Br)cn1	-5.6	.	-0.6	.	4.1
COc1ccc(CCNC(=O)c2ccc(CS(=O)(=O)c3ccc(C)cc3)o2)cc1OC	4.2	.	0.3	.	-4.3
CCN(CC)C(=O)CSc1nnc(-c2ccco2)o1	-5.5	.	-9.2	.	4.8
Cc1ccc(C)c(S(=O)(=O)NC(CCC(N)=O)C(=O)O)c1 (centres undefined)	3.2	.	-4.8	.	2.4
CCOc1ccc(/C(O)=C2\C(=O)C(=O)N(CCN(C)C)C2c2cc(OC)ccc2OC)cc1Cl (centres undefined)	-3.1	.	-4.1	.	3.6
COc1ccc(OC)c(C2C(C#N)=C(N)Oc3cc(C)n(Cc4ccccn4)c(=O)c32)c1 (centres undefined)	-11.8	.	-6.3	.	2.4
C[n+]1cnc(-c2ccccc2)cc1-c1ccccc1	6.6	.	3.3	.	-0.3
CCNC(=S)NNC(=O)c1ccoc1C	-7.0	.	-3.4	.	-6.3
COc1ccc2[nH]c(=O)c(COC(=O)c3cccs3)cc2c1	-4.9	.	-1.0	.	2.9
CC(C)NS(=O)(=O)c1ccc(CCC(=O)NCc2cccnc2)cc1	-5.9	.	-1.3	.	0.1
CC(C)NC(=O)N[C@H]1CC[C@H](CC(=O)NCCCN(C)C)O[C@@H]1CO	-1.6	-0.3	.	-2.2	.
C[C@@H]1CN([C@@H](C)CO)C(=O)Cc2cc(N(C)C)ccc2O[C@H]1CN(C)S(C)(=O)=O	14.4	-0.2	.	-1.8	.
COC(=O)[C@H]1[C@H](CO)[C@H]2Cn3c(ccc(/C=C/c4ccccc4)c3=O)[C@H]2N1CC1CCCCC1	-2.7	0.1	.	7.5	.

# Compound profiles (already shown). Order of values: RAD54 inh, E-selectin induc, ARNT TACC3 PPI, esBAF inh, PglD DTNB
# `CC(C)NS(=O)(=O)c1ccc(CCC(=O)NCc2cccnc2)cc1` is listed with -5.9, ., -1.3, ., 0.1
# `COc1ccc(OC)c(C2C(C#N)=C(N)Oc3cc(C)n(Cc4ccccn4)c(=O)c32)c1` (centres undefined) is listed with -11.8, ., -6.3, ., 2.4
# `CCNC(=S)NNC(=O)c1ccoc1C` is listed with -7.0, ., -3.4, ., -6.3
# `CC(C)NC(=O)N[C@H]1CC[C@H](CC(=O)NCCCN(C)C)O[C@@H]1CO` is listed with -1.6, -0.3, ., -2.2, .

# The results go on.
mol	RAD54 inh	E-selectin induc	ARNT TACC3 PPI	esBAF inh	PglD DTNB
CNC[C@@H]1OCCCC[C@@H](C)Oc2ccc(NC(=O)NC3CCCCC3)cc2C(=O)N([C@H](C)CO)C[C@@H]1C	5.4	-0.2	.	0.1	.
CO[C@H]1CN(C)C(=O)c2ccc(NS(=O)(=O)c3ccccc3)cc2OC[C@@H](C)N(C)C[C@@H]1C	-3.3	-0.3	.	-0.9	.
CCCNC(=O)[C@H]1[C@H](CO)[C@H]2Cn3c(ccc(C4=CCCC4)c3=O)[C@@H]1N2S(C)(=O)=O	-8.0	-0.1	.	-4.5	.
O=C(CSc1nc2ccccc2[nH]1)NCCc1ccc(Cl)cc1	-11.7	0.0	.	.	9.2
COc1cccc(CNC(=O)c2cnc(-c3ccccn3)nc2C(F)(F)F)c1	-4.2	-1.7	.	.	-8.3
Cc1cc(O)ccc1N/C=C(\C#N)c1nc2ccccc2o1	25.5	1.0	.	.	3.5
COc1ccc(N2CCN(C(=O)CSc3nc4cc(OC)c(OC)cc4cc3C#N)CC2)cc1	1.2	-1.9	.	.	0.3
O=C(NCc1ccccc1)C1CC2CCCC(C1)C2=O (centres undefined)	2.0	1.3	.	.	-2.1

# Single values from the results shown.
# Under RAD54 inh, `CCCNC(=O)[C@H]1[C@H](CO)[C@H]2Cn3c(ccc(C4=CCCC4)c3=O)[C@@H]1N2S(C)(=O)=O` is listed with -8.0
# Under PglD DTNB, `O=C(NCc1ccccc1)C1CC2CCCC(C1)C2=O` (centres undefined) is listed with -2.1

# The list continues:
mol	RAD54 inh	E-selectin induc	ARNT TACC3 PPI	esBAF inh	PglD DTNB
COc1ccc(-n2c(C)nc3c(cnn3-c3ccc(Cl)cc3)c2=O)cc1	-1.0	1.1	.	.	8.8
O=C(/C=C/c1ccccc1Cl)N1CCCN(C(=O)/C=C/c2ccccc2Cl)CC1	-0.6	-1.7	.	.	-3.9
CCN1C(=O)/C(=C2/C=Cc3cc(C)ccc3N2CC)N(C)C1=S	9.6	1.3	.	.	3.0
O=C(NC(=S)N(CCc1ccccc1)CCc1ccccc1)c1ccco1	-1.8	0.9	.	.	-2.3
COc1ccc(-n2c(=O)c3ccccc3c3ccccc3c2=O)cc1	5.4	-0.4	.	.	6.4
COc1cccc(OC)c1C(=O)Nc1ccc(S(=O)(=O)Nc2cc(C)nc(C)n2)cc1	-1.9	-0.4	.	.	1.2
Fc1ccc(/C=N/NC2=Nc3cccc4cccc2c34)cc1	-2.4	1.6	.	.	-6.9
O=C(COc1cccc(Br)c1)NN=C1c2ccccc2-c2ccccc21	-16.8	1.1	.	.	-5.2

# More records
# Labels used below – A = RAD54 inh; B = E-selectin induc; C = ARNT TACC3 PPI; D = esBAF inh; E = PglD DTNB
COc1cccc(NC(C(=O)Nc2cccc(C(C)=O)c2)c2ccccc2)c1 (centres undefined)
  A = -8.2	B = -0.1	C = .	D = .	E = -5.7

Cc1cccc(-n2c(O)c(/C=N/NC(=O)c3ccccc3Cl)c3ccccc3c2=O)n1
  A = -11.0	B = -2.4	C = .	D = .	E = -17.4

CC1=NN(c2ccc(C)cc2C)C(=O)C1C(c1cccc(O)c1)C1C(=O)N(c2ccc(C)cc2C)N=C1C (centres undefined)
  A = 4.8	B = 1.0	C = .	D = .	E = 11.0

CCN1C(=O)/C(=C/N(C)C)c2ccccc21
  A = 4.6	B = 1.6	C = .	D = .	E = -1.6

COc1ccc(OCCCC(=O)Nc2ccc3c(c2)OCO3)cc1
  A = -3.5	B = 0.9	C = .	D = .	E = 0.8

CCN1CCCC1Cn1cnc2c([nH]c3ccc(C)cc32)c1=O (centres undefined)
  A = 0.2	B = -1.4	C = .	D = .	E = -9.7

CCOC(=O)c1c(NC(=O)COc2ncnc3ccccc23)sc(C)c1CC
  A = 1.5	B = -0.5	C = .	D = .	E = 4.9

COc1cc(/C=N/NC(N)=O)ccc1OCC(=O)Nc1ccc(C)c(C)c1
  A = -5.5	B = 1.0	C = .	D = .	E = 1.2

CCNC(=O)C[C@H]1CC[C@H]2[C@@H](COc3ccc(NC(=O)NC(C)C)cc3C(=O)N2C)O1
  A = .	B = 0.0	C = .	D = -1.3	E = 3.4

CN1C(=O)c2cc(NC(=O)C3CCOCC3)ccc2OC[C@@H]2O[C@H](CC(=O)O)CC[C@@H]21
  A = .	B = 0.0	C = .	D = -6.2	E = 1.3

CCCNC(=O)C[C@@H]1CC[C@H]2[C@H](COc3ccc(NC(=O)c4ccccc4)cc3C(=O)N2C)O1
  A = .	B = 0.0	C = .	D = -3.0	E = 5.2

C[C@@H]1CN([C@@H](C)CO)S(=O)(=O)c2ccc(-c3cccc(F)c3)cc2O[C@H]1CN(C)C(=O)C1CC1
  A = .	B = -0.8	C = .	D = 1.8	E = 5.4

C[C@H]1CN([C@@H](C)CO)C(=O)c2cccc(NC(=O)C3CCCCC3)c2O[C@@H]1CN(C)Cc1ccc2c(c1)OCO2
  A = .	B = -0.2	C = .	D = 3.4	E = -1.0

CN1C(=O)c2cc(NC(=O)C3CCOCC3)ccc2OC[C@@H]2O[C@H](CC(=O)NCc3ccccc3F)CC[C@@H]21
  A = .	B = 0.1	C = .	D = 5.0	E = 1.7

CN1C(=O)c2cc(NC(=O)c3ccc(C#N)cc3)ccc2OC[C@H]2O[C@@H](CC(=O)Nc3cc(F)ccc3F)CC[C@@H]21
  A = .	B = 1.1	C = .	D = 5.8	E = -2.6

COc1ccc(-n2c(C)cc(/C=C3\SC(=S)N(Cc4ccco4)C3=O)c2C)cc1
  A = .	B = 3.7	C = -3.1	D = 26.5	E = .

CC(=O)Nc1ccc2c(c1)c1ccccc1n2C(C)=O
  A = .	B = 1.0	C = -10.8	D = 0.4	E = .

CNS(=O)(=O)c1cccc(C(=O)OCc2cc(=O)n3cc(Br)ccc3n2)c1
  A = .	B = 0.0	C = 1.6	D = -9.7	E = .

Cc1ccc(NC(=S)c2ccc(N(C)C)cc2)cc1
  A = .	B = -0.1	C = 4.9	D = -16.2	E = .

CCCCCCn1nc(C(=O)Nc2nc3c(s2)CCCC3)c2ccccc2c1=O
  A = .	B = -0.1	C = -1.5	D = 15.5	E = .

CCOC(=O)c1c(C)[nH]c(C(=O)COC(=O)/C=C/c2ccc(O)c(OC)c2)c1C
  A = .	B = -0.1	C = -3.2	D = -2.5	E = .

O=C(COC(=O)c1ccc(Cl)c(S(=O)(=O)N2CCc3ccccc3C2)c1)Nc1ncc(Cl)cc1Cl
  A = .	B = 6.4	C = -9.6	D = -7.8	E = .

COc1ccc(Cn2cnc3c(NS(C)(=O)=O)c(C)c(C)cc32)cc1
  A = .	B = -0.6	C = -7.8	D = -4.1	E = .

Cc1ccc2c(Cl)c(C(=O)Nc3cccnc3)sc2c1
  A = .	B = 0.3	C = 5.1	D = 54.6*	E = .

COc1ccc(C)cc1NC(=O)C(OC(=O)c1cccc(S(=O)(=O)N(C)c2ccccc2)c1)c1ccccc1 (centres undefined)
  A = .	B = -0.3	C = -2.4	D = -1.8	E = .

# Among those listed so far, two have a COOH group.
# Labels used below – A = RAD54 inh; B = E-selectin induc; C = ARNT TACC3 PPI; D = esBAF inh; E = PglD DTNB
Cc1ccc(C)c(S(=O)(=O)NC(CCC(N)=O)C(=O)O)c1 (centres undefined)
  A = 3.2	B = .	C = -4.8	D = .	E = 2.4

CN1C(=O)c2cc(NC(=O)C3CCOCC3)ccc2OC[C@@H]2O[C@H](CC(=O)O)CC[C@@H]21
  A = .	B = 0.0	C = .	D = -6.2	E = 1.3

# Continued:
# Labels used below – A = RAD54 inh; B = E-selectin induc; C = ARNT TACC3 PPI; D = esBAF inh; E = PglD DTNB
C(#CCN1CCC(Cc2ccccc2)CC1)COCCOCc1ccccc1
  A = .	B = -1.2	C = -16.8	D = -1.6	E = .

CCN1CCc2c(OCC(=O)N3N=C(c4cccs4)CC3c3ccc(F)cc3)cccc2C1=O (centres undefined)
  A = .	B = -0.2	C = -0.4	D = -4.5	E = .

Cc1ccc(C23CC4CC(CC(C(=O)OCC(=O)NC5CCS(=O)(=O)C5)(C4)C2)C3)cc1 (centres undefined)
  A = .	B = -0.3	C = 0.3	D = -8.0	E = .

Cc1cc2c3nonc3ccc2n1-c1ccccc1
  A = .	B = -2.4	C = -8.5	D = 2.7	E = .

O=C(c1cnccn1)N(Cc1ccco1)C1(C(=O)NC2CCCCC2)CCCCC1
  A = .	B = 0.2	C = -2.7	D = -2.5	E = .

Cc1ccc(S(=O)(=O)n2nc(OC(=O)c3ccco3)cc2N)cc1
  A = .	B = 0.4	C = -4.3	D = -2.5	E = .

CCc1cccc(CC)c1-n1c(SCC(=O)N2CCc3ccccc3C2)nnc1-c1cccnc1
  A = .	B = -0.2	C = 0.9	D = 5.6	E = .

Cc1cc(=O)[nH]c(SCc2csc(-c3ccccc3)n2)n1
  A = .	B = 0.2	C = -7.0	D = 20.8	E = .

CN(c1ccc(OCC(=O)OCC(=O)Nc2c(F)c(F)c(F)c(F)c2F)cc1)S(=O)(=O)c1ccc(F)cc1
  A = .	B = 3.6	C = -3.3	D = -4.0	E = .
